# All columns: NCI-60 one-dose screen, growth in % after 48 h at 10 µM unless noted; 100 = growth as untreated, 0 = no growth, -100 = all killed.
# MDA-MB-468 = MDA-MB-468 breast cancer; actives 8.5% (n = 78,000); AID 2202374
# MDA-MB-231 = MDA-MB-231 breast cancer | actives 5% (n = 81,000) | AID 1794789
# MOLT-4 = MOLT-4 leukemia cells; actives 6.9% (n = 80,000); AID 1794779
# K-562 = K-562 leukemia | actives 7.4% (n = 78,000)
# SR = SR leukemia cells; actives 8.7% (n = 73,000)
# T-47D = T-47D breast cancer; actives 5% (n = 79,000)
# MCF7 = MCF7 breast cancer; actives 6.3% (n = 82,000)
# BT-549 = BT-549 breast cancer; actives 4.4% (n = 78,000)
# * marks the source's active call; other numbers are inactive results. Rule for the calls: active = growth percent below 10; inactive = the rest.
SMILES,MDA-MB-468,MDA-MB-231,MOLT-4,K-562,SR,T-47D,MCF7,BT-549
CC1(C)[C@@H]2CC[C@@]1(CS(=O)(=O)O)C(=O)C2,100.5,102.5,102.1,97.4,104.5,103.5,100.7,99.6

# High-throughput results deposited in PubChem by NCI.

# A portion of the library, so the mix of outcomes need not match the whole.
